DAX1 inh-1 = blocks DAX1 repression of SF-1 activated StAR promoter; AID 652010; HEK293T StAR-luciferase reporter, SF-1/DAX-1 repression relief; hit rate 1.1% among 370,000; inhibition, % at 6.8 µM;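 active = inhibition above the mean over all tested compounds plus 3 SD, cut at about 3.6% in these data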;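 note: 0% = DAX-1 cells with DMSO and 100% = cells lacking DAX-1 with DMSO; higher inhibition means more luminescence from relief of DAX-1 repression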
PG9 Ab binder = PG9 antibody binding by small molecule; TR-FRET gp120-PG9 antibody binding; inhibition, % at 6.7 µM; hit rate 0.43% among 360,000; AID 624416; in the data active = inhibition above about 8.5%
ADAM17 inh = ADAM17 inhibition, QFRET primary screen; recombinant ADAM17, EDANS/DABCYL FRET peptide cleavage; inhibition, % at 6.95 µM; P78536; hit rate 0.83% among 370,000; AID 720648;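 active = inhibition above the mean of compounds lying between control limits plus 3 SD, set per campaign, cut at about 8.5% in these data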;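 note: 0% = DMSO-only wells as the low control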
DAX1 inh-2 = inhibitors of human orphan nuclear receptor DAX1 (NR0B1); inhibition, % at 6.75 µM; AID 504766; HEK293 Gal4-DAX1 luciferase reporter, luminescence; hit rate 0.99% among 340,000; P51843;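 active = inhibition above the mean over all tested compounds plus 3 SD, cut at about 4.2% in these data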;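 note: 0% = DAX1-transfected cells with DMSO and 100% = empty-vector control cells with DMSO; inhibition shows as a rise in luminescence from relieved DAX1 repression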
Target sequence (P51843 207-470 limits assumed): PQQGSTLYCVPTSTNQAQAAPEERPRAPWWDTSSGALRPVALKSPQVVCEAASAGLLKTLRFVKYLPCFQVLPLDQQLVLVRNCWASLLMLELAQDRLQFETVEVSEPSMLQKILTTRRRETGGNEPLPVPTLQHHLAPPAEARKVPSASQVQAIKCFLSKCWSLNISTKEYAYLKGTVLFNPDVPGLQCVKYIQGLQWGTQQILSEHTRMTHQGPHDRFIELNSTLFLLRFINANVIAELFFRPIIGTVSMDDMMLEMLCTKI
hcDAF-12 act = activators of H. contortus DAF-12 nuclear receptor; AID 652067; HEK293 hcDAF-12 lit1-tk-luc reporter, luminescence; 0% DMSO, 100% Δ7-dafachronic acid; hit rate 1.4% among 370,000; activation, % at 6.8 µM;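 active = activation above the mean of all tested compounds plus 3 SD, cut at about 5.5% in these data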;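 note: 100% = response to 3 µM Δ7-dafachronic acid high control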
GC-A act = GC-A (human) enzyme activation; hit rate 0.14% among 370,000; HEK293 GC-A cells, cGMP TR-FRET, EC30 ANP; 0% at EC30 ANP, 100% saturating ANP; P16066; activation, % at 10 µM; AID 1671463; in the data active = activation above about 40%
hgDAF-12 ag = hgDAF-12 agonism, primary luciferase screen | HEK293 GAL4-hgDAF12 UAS-luciferase reporter, agonist luminescence; normalized to butyrate control | activation, % at 6.8 µM | hit rate 1.8% among 370,000;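 active = activation above a cutoff set at the mean of all screened compounds plus 3 SD, cut at about 10% in these data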;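 note: 0% = DMSO wells and 100% = sodium butyrate wells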
SMARCA2 act = increases SMARCA2 function in MMTV reporter cells. MG213 cells, MMTV-luciferase reporter, dexamethasone, overnight. activation, % at 9.1 µM. hit rate 1% among 370,000. AID 652017; in the data active = activation above about 7.8%;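 note: 0% = vehicle wells and 100% = reference activator wells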
ADAM10 inh = inhibits human ADAM10; AID 720582; inhibition, % at 7 µM; recombinant ADAM10, EDANS/DABCYL FRET peptide cleavage, 3 h; hit rate 0.62% among 370,000; O14672;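 active = inhibition above a per-campaign cutoff equal to the mean of compounds falling between control-based bounds plus 3 SD, cut at about 20% in these data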;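 note: 0% = DMSO wells while the 100% control is not disclosed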
Target sequence (O14672 214-748 limits assumed): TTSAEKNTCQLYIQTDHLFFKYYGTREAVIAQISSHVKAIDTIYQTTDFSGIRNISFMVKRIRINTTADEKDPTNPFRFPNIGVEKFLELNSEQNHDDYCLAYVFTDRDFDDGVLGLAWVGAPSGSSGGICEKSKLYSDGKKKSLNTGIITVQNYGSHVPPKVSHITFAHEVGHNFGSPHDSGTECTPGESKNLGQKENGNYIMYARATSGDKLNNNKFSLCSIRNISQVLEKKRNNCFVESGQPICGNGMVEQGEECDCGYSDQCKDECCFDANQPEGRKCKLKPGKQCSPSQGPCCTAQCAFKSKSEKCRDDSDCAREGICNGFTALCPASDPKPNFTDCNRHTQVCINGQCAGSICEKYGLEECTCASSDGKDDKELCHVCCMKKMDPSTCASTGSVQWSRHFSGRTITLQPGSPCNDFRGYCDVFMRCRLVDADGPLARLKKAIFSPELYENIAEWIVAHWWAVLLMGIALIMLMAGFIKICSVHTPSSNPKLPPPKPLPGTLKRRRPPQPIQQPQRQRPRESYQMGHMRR
GAA850 FXN act = increases GAA850 frataxin promoter reporter activity. HEK293 lucGAA850 FXN promoter luciferase reporter, 24 h; percent of 10 µM SAHA response. activation, % at 6 µM. hit rate 0.56% among 360,000. AID 540364;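 active = activation above the average of all compounds screened plus 3 SD, cutoff fixed separately per campaign, cut at about 7.5% in these data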;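 note: 0% = DMSO wells and 100% = 10 µM SAHA wells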
ssDAF12 agonist = activates DAF-12 receptor from parasite S. stercoralis; HEK293 ssDAF-12/GRIP1 lit1-tk-luc reporter, luminescence; % of 3 µM dafachronic acid response; activation, % at 6.8 µM; hit rate 1% among 370,000; AID 652126;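 active = activation above the mean over all tested compounds plus 3 SD, cut at about 0.9% in these data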;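 note: 0% = DMSO-only wells and 100% = 3 µM delta7-dafachronic acid wells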
An asterisk follows results filed as active; x = no result given. No enrichment for hits; any-hit rate near 6.8%.

SMILES	DAX1 inh-1	PG9 Ab binder	ADAM17 inh	DAX1 inh-2	hcDAF-12 act	GC-A act	hgDAF-12 ag	SMARCA2 act	ADAM10 inh	GAA850 FXN act	ssDAF12 agonist
N#Cc1c(N)oc(-c2ccco2)c1-c1ccco1	0.2	-5.1	-7	0.1	-0.3	7	-0.2	-5	-12	1.3	-1.0
COc1ccccc1OCc1ccc(C(=O)NCc2cccnc2)o1	-0.9	3.5	-3	1.7	-0.2	0	-0.3	-7	-12	-0.4	-0.3
O=C(CCC(=O)N1CCN(c2ccccn2)CC1)Nc1nnc(C2CCCCC2)s1	1.0	1.7	-5	0.8	0.4	-2	0.1	-1	2	1.3	-1.4
Cc1[nH]nc(SCC(=O)N2CCCCCC2)c1[N+](=O)[O-]	0.6	2.6	-4	0.6	0.9	1	1.4	-3	-1	3.0	-1.2
CC1CCCN(C(=O)CN2C(=O)CSc3ccc(S(=O)(=O)N4CCOCC4)cc32)C1 (configuration not stated)	0.0	2.6	-2	0.2	-0.4	0	-1.1	0	-2	0.7	-1.2
CCCS(=O)(=O)c1nc(S(=O)(=O)c2ccc(C)cc2)c(NCc2ccccn2)s1	-0.4	-4.7	0	0.6	-2.0	1	-3.6	1	1	-0.6	-1.7
OCC1OC(Nc2ccccc2C=NO)C(O)C1O (configuration not stated)	-0.2	-1.2	-6	-0.6	1.2	5	1.0	-4	-14	1.3	0.2
O=c1cc(-c2ccccc2)nc(Sc2ccc([N+](=O)[O-])cc2[N+](=O)[O-])[nH]1	0.8	-0.3	-1	1.4	0.1	1	1.5	0	-1	0.1	-0.6
CN(Cc1c(F)cccc1Cl)c1nnnn1-c1ccccc1	-0.4	1.1	-4	-0.2	-1.5	-1	-0.1	-3	-3	-0.3	-1.5
Cc1nc(SCc2ccccc2F)c2oc3ccccc3c2n1	0.1	-3.2	0	0.9	-0.8	-2	-0.9	1	1	2.1	-1.0
Cc1ccc(-c2nc(C3CCCN(S(=O)(=O)c4cccs4)C3)no2)cc1 (configuration not stated)	-1.8	x	-2	x	-2.1	-3	-0.6	-5	2	x	-1.6
Cn1c(C(=O)NCCN2CCc3ccccc3C2)cc2c(=O)[nH]c3ccccc3c21	-0.1	-0.9	-9	-0.7	0.6	5	-0.1	-1	-24	-0.2	-0.3
COc1ccc(-c2cc(-c3nnc(SCC(=O)Nc4cccc5ccccc45)n3N)[nH]n2)cc1	-0.2	x	-4	x	0.5	-15	-0.3	-4	-7	x	-1.7
CCn1c(=O)cc(C(=O)OC)sc1=Nc1ccc(F)c(F)c1	-1.8	-0.4	0	2.5	0.1	3	-1.7	0	2	5.4	-0.8
CCC1=C(c2ccc(C)cc2)S(=O)(=O)N=C1N1CCC(C(=O)NCCCN2CCCCC2)CC1	0.0	-0.9	-3	1.2	0.1	1	-0.6	0	2	0.1	-1.0
CCN(CC)CCNC(=O)Cn1c(=O)c2cccn2c2ccc(F)cc21	0.9	-1.1	-2	1.7	-0.9	0	2.9	-1	-12	-2.2	-1.3
COc1ccccc1Nc1nc(N)nc(CSC(=S)N2CCCCC2C)n1 (configuration not stated)	-0.1	-0.3	6	-0.2	-1.2	-4	1.0	1	16	3.5	-0.9
Cc1c(C(=O)Nc2ccccn2)oc2c(Cl)cccc12	0.1	-1.1	-1	3.5	8.8*	-6	2.1	0	-12	2.6	2.0*
CCc1nc2c(OCCOc3ccc(F)cc3)cccn2c1N(C)C(=O)CC(C)C	-1.4	-0.2	0	x	-1.4	3	-3.5	-3	-8	0.7	-1.2
COc1ccc(-c2nc(CN3CCN(C(=O)c4ccco4)CC3)c(C)o2)c(OC)c1C	0.8	-1.8	-4	-0.1	0.3	-3	-0.7	-4	-9	2.7	-1.2
CCOC(=O)c1ccc(-n2c(C)nc3ccc(Br)cc3c2=O)cc1	0.4	0.2	-5	1.8	1.6	2	1.4	-4	-4	3.0	2.7*
CCc1cc(=O)oc2cc(OS(C)(=O)=O)ccc12	0.8	-1.4	-153	-0.7	0.3	-4	1.9	-4	-457	4.5	-0.5
CC1(C)CN2C(=S)N(c3ccccc3)C(c3ccccc3)N2C1 (configuration not stated)	0.0	-0.2	2	-0.5	-0.7	-6	1.7	3	13	3.8	-1.2
COc1ccc2cc(C(=O)Nc3ccc(F)cc3)sc(=O)c2c1OC	0.1	-0.4	-1	-0.8	-1.6	7	-1.1	0	-10	0.0	-1.4
CCN(CC)C(=O)Cn1cc(C(=O)C(=O)Nc2ccc3c(c2)OCCO3)c2ccccc21	1.0	-2.7	3	-0.3	-0.1	-3	5.3	2	8	3.9	-0.6
Cc1cccc(N2CCN(S(=O)(=O)c3ccc4c(c3)CCC(=O)N4)CC2C)c1 (configuration not stated)	-0.8	-0.1	-6	-0.1	0.8	2	0.5	-3	-7	-0.4	-1.4
COCCCNc1nc2nonc2nc1N1CCN2CCCC2C1 (configuration not stated)	0.3	-0.5	-6	3.3	0.1	5	-1.8	-2	-7	2.5	-0.8
COc1ccc(C(NC(=O)C2CCN(Cc3ccc(Oc4ccccc4)cc3)CC2)c2ccccc2C)cn1 (configuration not stated)	0.1	-1.5	4	x	0.3	-2	-3.0	-1	15	-2.0	-1.5
CCN(Cc1nc(-c2ccc(OC)c(OC)c2)no1)C(=O)c1ccc2c(c1)OCO2	-0.4	-3.7	-2	-0.9	-1.2	-1	0.9	3	2	2.9	0.1
Cc1ccc(S(=O)(=O)N2CCN(c3ccccc3)CC2)c(C)c1	-0.6	-1.3	-1	0.9	-1.2	-3	-0.9	0	-5	2.0	-1.1
CCc1nc(N)c(C#N)c(-c2ccco2)c1C	0.7	-1.9	-45	0.0	-3.1	6	-0.4	0	-155	1.9	0.0
COc1ccc(CCn2c(C)nc3c(c(=O)c4ccccc4n3C)c2=O)cc1	0.2	-0.5	1	-0.9	2.5	-2	4.8	1	4	-3.4	0.0
Cn1c(C(=O)NCCN2CCOCC2)cc2c(=O)n(C)c3ccccc3c21	0.2	-1.9	-10	1.7	0.9	5	6.5	-3	-57	0.7	-2.0
CCOC(=O)c1c(NC(=S)N2CCOCC2)sc(C)c1C	0.1	1.0	-3	2.5	-1.7	-7	0.8	-1	2	1.9	-1.3
COC(=O)c1ccsc1-n1cc(C#N)c(=O)n(C)c1=O	0.8	-0.9	-1	-0.4	-2.3	4	4.8	2	-4	0.7	-1.6
COC(=O)c1cc(=O)nc(NN=Cc2ccc(C)cc2)s1	-0.1	-1.4	-2	x	-2.5	3	0.4	-1	-6	x	-1.2
CCOC(=O)[C@]12CCCC=C1N(Cc1ccc(OC)cc1)C(=O)[C@@H]2CC(=O)N1CCN(C(=O)c2ccco2)CC1	1.1	x	0	x	-2.7	3	-3.4	-4	-9	x	-0.7
COc1ccc(Br)cc1[C@H]1[C@H]2C=CC[C@@H](C)[C@@H]2C(=O)N1Cc1ccccc1	-0.1	-2.3	-1	0.3	-1.4	-8	2.2	0	6	1.0	-0.8
NC(=O)c1ccc(N=C2C(=O)Nc3ccc([N+](=O)[O-])cc32)cc1	0.6	-0.9	8	5.3*	-0.1	-22	-3.4	-2	11	0.7	-1.2
CCOC(=O)Cc1nn[nH]n1	-0.3	-0.2	-4	-0.1	0.0	4	0.4	2	1	0.2	-0.5
COc1ccc(-c2coc3cc(O)cc(O)c3c2=O)cc1OC	1.1	-0.9	0	2.9	-0.2	-2	8.7	2	-9	6.8	-1.5
Cc1ccn2c(NC(=O)C(C)(C)Oc3ccc(Cl)cc3)c(-c3cccs3)nc2c1	-0.5	-1.9	-13	-1.4	-2.9	-5	1.3	0	-53	3.5	-1.3
O=C(NC1CCCCC1)C1CCN(S(=O)(=O)c2cccs2)CC1	-0.6	1.1	-5	1.1	1.5	-2	0.1	-2	3	0.3	-1.5
CC1CCN(C(=O)COC(=O)c2cccc(S(=O)(=O)N3CCOCC3)c2)CC1	0.4	-1.2	4	-0.1	-0.5	1	-2.0	2	12	-2.1	0.1
O=C(Cc1cccc2ccccc12)NCC1CCCO1 (configuration not stated)	-0.1	-1.7	-2	0.8	0.8	2	-0.2	-1	6	0.7	-1.2
Cc1nc([N+](=O)[O-])c(C(=O)OCc2cccc(Br)c2)n1C	0.9	0.1	2	0.3	-1.1	0	4.2	-1	0	0.2	-1.5
CC1Oc2ccccc2OC1C(=O)Nc1ccccn1 (configuration not stated)	0.2	-0.1	4	-0.3	6.3*	1	2.6	-3	5	1.1	0.2
COc1ccc(C(=O)NCCSCc2ccccc2)cc1OC	-0.7	-1.1	-1	-0.1	-2.0	4	-0.3	0	2	1.0	-1.2
COc1cccc(C(=O)N/N=C(\C)c2ccc(NC(=O)Cc3ccccc3)cc2)c1OC	3.8*	-0.8	-3	1.5	3.8	-2	8.5	-1	6	1.8	-0.3
CCCc1ccc(OCc2ccc(C(=O)N/N=C/c3cccnc3)o2)cc1	5.9*	-1.4	6	-0.1	4.1	-4	14*	11*	3	6.0	-0.6
COc1ccccc1-c1noc(CCC(=O)Nc2cc(C(F)(F)F)ccc2Cl)n1	-0.1	-0.1	-1	-1.6	-2.6	4	-2.8	-1	5	2.1	-1.9
CCN(C(=O)COC(=O)/C=C/c1cccc(Cl)c1)c1c(N)n(Cc2ccccc2)c(=O)[nH]c1=O	0.8	0.4	-3	0.7	0.0	3	2.3	-3	-20	1.9	-1.4
CC(CNC(=O)CCS(=O)(=O)c1ccc2c(c1)NC(=O)CO2)c1ccccc1 (configuration not stated)	-2.4	-0.9	-5	0.6	-1.4	1	2.4	-1	0	-1.5	-1.0
Cc1cc(NC(=O)CSc2nc3ccsc3c(=O)n2CCCCC(=O)O)no1	-0.9	0.9	-4	-0.4	0.5	3	-1.0	-1	-5	3.3	0.4
Oc1ccc(C[C@@H]2CNCCN2CCCCC2CCCCC2)cc1	0.1	-1.9	8	1.5	-1.1	3	1.2	-2	2	0.4	-0.9
CCOC(=O)n1c(=O)[nH]c2ccc(Br)cc21	-0.8	-2.4	-1	0.6	-1.3	0	-1.0	3	-1	1.0	-1.3
CCOC(=O)c1ccc(-c2cc(C)no2)[nH]1	-0.2	-0.3	-4	0.4	2.5	-6	-0.8	-2	1	0.1	-1.7
CCN(CC)CCCC(C)Nc1nccc2cccc(Cl)c12 (configuration not stated)	0.9	0.6	-1	1.4	0.9	-3	1.1	-1	-13	-1.4	-1.1

2 consecutive compounds already listed, for reference:
SMILES	DAX1 inh-1	PG9 Ab binder	ADAM17 inh	DAX1 inh-2	hcDAF-12 act	GC-A act	hgDAF-12 ag	SMARCA2 act	ADAM10 inh	GAA850 FXN act	ssDAF12 agonist
N#Cc1c(N)oc(-c2ccco2)c1-c1ccco1	0.2	-5.1	-7	0.1	-0.3	7	-0.2	-5	-12	1.3	-1.0
COc1ccccc1OCc1ccc(C(=O)NCc2cccnc2)o1	-0.9	3.5	-3	1.7	-0.2	0	-0.3	-7	-12	-0.4	-0.3

Some values from above:
ADAM17 inh result of Cc1cc(NC(=O)CSc2nc3ccsc3c(=O)n2CCCCC(=O)O)no1 reads -4
SMARCA2 act result of Cc1ccn2c(NC(=O)C(C)(C)Oc3ccc(Cl)cc3)c(-c3cccs3)nc2c1 reads 0
ADAM10 inh result of CCCc1ccc(OCc2ccc(C(=O)N/N=C/c3cccnc3)o2)cc1 reads 3
